14-3-3 PPI = modulators of 14-3-3 gamma protein binding, primary screen, biochemical, fluorescence polarization | actives 0.19% (n = 160,000) | FP, 14-3-3gamma / TMR-pS259-Raf peptide binding | inhibition, % at 40 µM; in the data active means inhibition above about 30%;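 further: 0% = protein plus tracer without compound and 100% = blank with tracer alone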
Target sequence (P61981 whole entry, looked up): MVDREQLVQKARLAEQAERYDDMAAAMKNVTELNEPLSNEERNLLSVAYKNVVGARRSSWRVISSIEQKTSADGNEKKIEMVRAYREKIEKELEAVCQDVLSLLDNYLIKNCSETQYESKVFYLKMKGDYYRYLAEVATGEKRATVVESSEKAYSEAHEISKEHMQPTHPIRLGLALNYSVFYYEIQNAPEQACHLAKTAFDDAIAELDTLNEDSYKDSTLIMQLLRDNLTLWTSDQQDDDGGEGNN
Numbers without * were called inactive; & = joins results of further samples. These rows are one share of the data; count on the stated rates, not on these rows.

Start of the data: the first 2 compounds (preview)
SMILES	14-3-3 PPI
CCSc1ccccc1C(=O)NCc1ccc(S(N)(=O)=O)cc1	13
O=C(Nc1ccccc1-c1nc2ccccc2[nH]1)c1ccc(C(=O)c2ccccc2)cc1	-5

The listing, from the first entry:
SMILES	14-3-3 PPI
CCSc1ccccc1C(=O)NCc1ccc(S(N)(=O)=O)cc1	13
O=C(Nc1ccccc1-c1nc2ccccc2[nH]1)c1ccc(C(=O)c2ccccc2)cc1	-5
O=C(CN(Cc1ccco1)S(=O)(=O)c1cccs1)Nc1ccccc1C(F)(F)F	-8
CC1=C(C(=O)OC(C)C)C(c2cccs2)C(C(=O)OC(C)C)=C(C)N1	5
COC(=O)Cn1cnc2c(nnn2Cc2ccc(Cl)cc2)c1=O	-4
COc1ccc(Br)cc1CNC(=O)C1CCN(c2nc3ccccc3o2)CC1	-7
COCCNC(=O)CN(c1cccc(OC)c1)S(=O)(=O)c1ccc(C)cc1	-2
CSc1ccc(CNC(=O)c2cc(-c3ccc(Cl)s3)nc3ccccc23)cc1	-10
NS(=O)(=O)c1ccc(NC(=O)C2CC=CCC2C(=O)N2CCCCC2)cc1 (centres undefined)	-1
O=C(Nc1n[nH]c(C(=O)O)n1)c1ccc(Br)cc1	-5
Cc1ccc(-n2c(SCC(=O)NCc3cccs3)nnc2-c2ccoc2C)cc1	1
COc1ccc(-c2nc3ccccn3c2Nc2ccc(C)cc2)cc1	-14
C=CCn1c(=N)c(C(=O)N2CCCCC2)cc2c(=O)n3cccc(C)c3nc21	-6
CC(C)(C)c1ccc2c(c1)N(CC(=O)NC1CCCCCC1)C(=O)CO2	-1
Cc1sc2nc3c(C(=O)N4CCOCC4)cccn3c(=O)c2c1C	-20
Cc1c(C(=O)N2CC(C)CC(C)C2)sc2ncnc(N(C)c3ccccc3)c12 (centres undefined)	-6
CC1CCCCN1S(=O)(=O)c1ccc2[nH]c(=O)sc2c1 (centres undefined)	-6
CSc1cccc(NC(=O)C2CCCN(S(=O)(=O)c3cccc4nsnc34)C2)c1 (centres undefined)	3
Cc1ccc2nc(N=S(=O)(O)c3ccc(Cl)cc3)c(Cl)nc2c1	-5
O=C(COc1ccc(Cl)cc1)Nc1c2c(nn1-c1ccc(F)cc1)CS(=O)C2 (centres undefined)	-6
N#Cc1c(N=Cc2ccccc2O)sc2c1CCCC2	-3
CCN(CC)S(=O)(=O)c1ccc2c(c1)c(=O)c(C(=O)NCCCN(C)c1ccccc1)cn2C	-6
Cc1c(C(=O)Nc2ccc(F)cc2)oc2ccc(S(=O)(=O)N3CCC4(CC3)OCCO4)cc12	-9
NC(=O)c1oc2ccccc2c1NC(=O)c1ccc([N+](=O)[O-])o1	-3
O=C(CN1CCCCC1)N1CCCc2c1c(=O)oc1ccc(OCc3ccccc3)cc21	8

(next part)
SMILES	14-3-3 PPI
CCCCOC(=O)c1ccc(NC(=O)c2ocnc2C)cc1	-7
CCOc1ccc(C2C3=C(CC(C)(C)CC3=O)NC3=C2C(=O)CC(C)(C)C3)cc1	-11
COC(=O)c1ccccc1NC(=O)c1ccccc1NS(C)(=O)=O	3
Oc1cccc(C2Nc3cccc4cccc(c34)N2)c1	-124
COc1cccc(C(=O)N(c2ccc(OC)cc2OC)C2C=CS(=O)(=O)C2)c1 (centres undefined)	-5
O=C(NCCN1CCOCC1)C1CCN(S(=O)(=O)N2CCOCC2)CC1	-2
C=CCn1c(SCC(=O)Nc2ccccc2F)nnc1-c1cccs1	-11
CC1CCC(N2CCN(S(=O)(=O)c3ccccc3[N+](=O)[O-])CC2)CC1 (centres undefined)	0
Cn1c(NC(=O)c2cccc(C(F)(F)F)c2)cc(=O)n(C)c1=O	-2
CCN(CC)c1ccc(C(=O)Nc2nc3ccc4nc(SC)sc4c3s2)cc1	-11
Cc1nc(=O)c(-c2ccccc2)c(C)n1-c1ccc(C(=O)O)cc1	-1
COc1ccccc1CCNC(=O)c1cnn2c(C(F)F)cc(C)nc12	3
CCN1C(=O)c2cccc3c(S(=O)(=O)Nc4ncccc4C)ccc1c23	-10&-19
COc1cc2c(cc1OC)C(COc1cc(C)cc(C)c1)N(C(=O)Cc1ccccc1)CC2 (centres undefined)	-38
Cc1nnc(SCc2cccs2)[nH]c1=O	-5
Cc1c(C#N)c2ncn(CCCN(C)C)c(=O)c2n1-c1ccccc1	-5
CCCCCOC(=O)C1=C(C)Nc2ncnn2C1c1ccc(OC(F)F)cc1 (centres undefined)	8
O=c1oc2cc(OCc3ccc(F)cc3)c(Cl)cc2c2c1CCCC2	11
COCCNC(=O)c1c[nH]c2ccc(S(=O)(=O)Nc3cc(C)cc(C)c3)cc2c1=O	-10
CCOC(=O)C1CCN(C(c2cccs2)c2sc3nc(C)nn3c2O)CC1 (centres undefined)	-3&0
CCN(CC)S(=O)(=O)c1ccc(NC(=O)c2ccc(OC)c(Br)c2)cc1	0
Cn1c(C(C)(O)C(O)(c2ccccc2)c2ccccc2)nc2ccccc21 (centres undefined)	-8
Cc1ccc(N2CC(C(=O)N3CCc4ccccc4C3)CC2=O)cc1 (centres undefined)	-3
Cc1cc(N2CCC(C(=O)Nc3ccc(F)cc3)CC2)nc(-c2ccccc2)n1	-5
COCCCNC(=O)c1ccccc1SC	1

(listing goes on)
SMILES	14-3-3 PPI
Cn1c(=O)cc(OCCCC(=O)Nc2cccnc2)c2ccccc21	4
CC(C)CNc1oc(-c2ccccc2)nc1C#N	-8
Cc1ccc(NC(=O)c2cc(S(=O)(=O)N3CCC4(CC3)OCCO4)ccc2F)cc1	-4
Cc1ccc(-c2n[nH]c(=S)n2C2CCCCC2)cc1	-3
Cc1ccc(CS(=O)(=O)Cc2ccc(C(=O)N3CCc4ccccc4C3)o2)cc1	0
CC1Cc2ccccc2N1S(=O)(=O)c1cccc(C(=O)c2nccn2C)c1 (centres undefined)	2
O=C(Nc1ccc2c(c1)OCO2)c1cnc2sccn2c1=O	-10
COc1ccc([N+](=O)[O-])cc1NC(=O)Cn1cnc2sc3c(c2c1=O)CCCC3	0
COc1ccc(C(=O)C2=NCCc3cc(OC)c(OC)cc32)cc1OC	3
COc1ccc(C(=O)Nc2ccc(Cl)c(Cl)c2)c(OC)n1	1
CCc1cccc(CC)c1N(COC)C(=O)Cn1c(C(C)O)nc2ccccc21 (centres undefined)	-1
O=C(NCCCN1CCCC1=O)c1cccnc1	0
O=C(O)CSc1nnc(Cc2ccccc2)n1Cc1ccccc1	3
Cc1ccc(-c2csc3ncn(Cc4csc(-c5ccc(Cl)cc5)n4)c(=O)c23)cc1	-3
COc1cc(C2NC(C(=O)O)CS2)cc(Br)c1O (centres undefined)	-31
CCOCC(=O)Nc1c(C(=O)Nc2ccc(OC)cc2OC)oc2ccccc12	4
CC(C)(C)C(=O)Nc1ccccc1Sc1ncnc2sc3c(c12)CCCC3	8
COc1ccc(C2C3=C(CC(C)(C)CC3=O)OC3=C2C(=O)CC(C)(C)C3)cc1[N+](=O)[O-]	4
CCCc1ccc2c(N)c(C(=O)Nc3nc(-c4ccccc4)cs3)sc2n1	3
Cc1cc(N2CCN(C)CC2)nc2ccc(NC(=O)c3ccc(Br)o3)cc12	-1
O=C(NCc1ccc2c(c1)OCO2)c1ccc(N2C(=O)C3CCCCC3C2=O)cc1 (centres undefined)	-11
Cc1cccc(-n2c(=O)c3c4c(sc3n3cnnc23)CCCC4)c1	0
COc1ccc(C2C(=O)N(CCc3ccccc3)CC(=O)N2Cc2cccs2)cc1 (centres undefined)	-10
COc1ccc(NS(=O)(=O)c2ccc(Cl)c(C(=O)O)c2)cc1	-11
CC1(C)CC(NC(=O)CC2CCCCC2)CC(C)(C)N1	-4&-1

A different layout for some results above.
| 14-3-3 PPI | Molecule |
| --- | --- |
| 4 | Cn1c(=O)cc(OCCCC(=O)Nc2cccnc2)c2ccccc21 |
| -8 | CC(C)CNc1oc(-c2ccccc2)nc1C#N |
| -4 | Cc1ccc(NC(=O)c2cc(S(=O)(=O)N3CCC4(CC3)OCCO4)ccc2F)cc1 |
| -3 | Cc1ccc(-c2n[nH]c(=S)n2C2CCCCC2)cc1 |
| 0 | Cc1ccc(CS(=O)(=O)Cc2ccc(C(=O)N3CCc4ccccc4C3)o2)cc1 |
| 2 | CC1Cc2ccccc2N1S(=O)(=O)c1cccc(C(=O)c2nccn2C)c1 (centres undefined) |
| -10 | O=C(Nc1ccc2c(c1)OCO2)c1cnc2sccn2c1=O |
| 0 | COc1ccc([N+](=O)[O-])cc1NC(=O)Cn1cnc2sc3c(c2c1=O)CCCC3 |
| 3 | COc1ccc(C(=O)C2=NCCc3cc(OC)c(OC)cc32)cc1OC |
| 1 | COc1ccc(C(=O)Nc2ccc(Cl)c(Cl)c2)c(OC)n1 |
| -1 | CCc1cccc(CC)c1N(COC)C(=O)Cn1c(C(C)O)nc2ccccc21 (centres undefined) |
| 0 | O=C(NCCCN1CCCC1=O)c1cccnc1 |
| 3 | O=C(O)CSc1nnc(Cc2ccccc2)n1Cc1ccccc1 |
| -3 | Cc1ccc(-c2csc3ncn(Cc4csc(-c5ccc(Cl)cc5)n4)c(=O)c23)cc1 |
| -31 | COc1cc(C2NC(C(=O)O)CS2)cc(Br)c1O (centres undefined) |
| 4 | CCOCC(=O)Nc1c(C(=O)Nc2ccc(OC)cc2OC)oc2ccccc12 |

Further compounds
SMILES	14-3-3 PPI
COc1cc2c(cc1OC)CN(Cc1cccs1)CC2	-1
Cn1c(COc2ccccc2)nnc1SCC(=O)Nc1ccc(N2CCOCC2)c(Cl)c1	-8
CC1CCCCN1c1nc(-c2ccncc2)nc2ccccc12 (centres undefined)	-4
CCOc1ccc(NC(=O)C2=C(C)NC(=O)NC2c2ccc(Br)cc2)cc1 (centres undefined)	-10
Cc1ccc(C)c(N2CCN(C(=O)CCCN3C(=S)NC(C)(C)CC3C)CC2)c1 (centres undefined)	5
Cc1cc2ccccc2n1CCNC(=O)c1ccccc1F	-19
O=C(NC1CC1)c1c(O)c2cccc3c2n(c1=O)CC3	-5
Cc1ccc(S(=O)(=O)N=C(Nc2ccccc2)c2ccccc2C)cc1	-4
CCOC(=O)c1c(NC(=O)c2ccccc2)sc2c1CCC(Sc1ccccc1)C2=O (centres undefined)	-9
CCOC(=O)N1CCC(NC(=O)CCC(=O)N2CC(C)Oc3ccc(Cl)cc32)CC1 (centres undefined)	-4
COc1cc(OC)cc(-c2nnc(Nc3nc4c(F)cccc4s3)o2)c1	2
O=[N+]([O-])c1cccc(C2=Nn3c(nnc3-c3ccc(Br)cc3)SC2)c1	-3
Clc1ccc2c(Nc3ccc4c(c3)OCCO4)c3c(nc2c1)CCCC3	-1
Cc1ccn2c(-c3csc(Nc4ccccc4Cl)n3)c(C)nc2c1	-6
COc1ccc(CCN(C)CCCC(C#N)(c2ccc(OC)c(OC)c2)C(C)C)cc1OC (centres undefined)	-7&4
O=C(CCCn1nnc(-c2cccnc2)n1)c1ccc(F)cc1	-3
O=C(O)C(Br)C(Br)c1ccccc1 (centres undefined)	3
CCOC(=O)c1ccc(N2C(=O)C3Sc4[nH]c(=O)sc4C(c4ccc(OC)cc4)C3C2=O)cc1 (centres undefined)	-39
CCOc1ccc(N2C(=O)CC(N3CCN(c4ccc(C(=O)c5ccncc5)cc4)CC3)C2=O)cc1 (centres undefined)	5
Fc1ccccc1C1CC(c2ccc(I)cc2)Nc2ncnn21 (centres undefined)	-1
CCOc1ccc(CNC(=O)c2cc(-c3ccc(Cl)s3)nc3ccccc23)cc1	-2
COc1ccc(CCN2C(=O)CC(Sc3ccccc3C(=O)O)C2=O)cc1OC (centres undefined)	2
Cc1ccc(N2C(=O)CC(Sc3ccccn3)C2=O)cc1 (centres undefined)	4
Cc1ccc(S(=O)(=O)N(Cc2ccc(F)cc2)Cc2ccco2)cc1	-5
O=C(NCCCN1CCCC1=O)c1ccc(Sc2ccc(Br)cc2)c([N+](=O)[O-])c1	2

(further entries)
SMILES	14-3-3 PPI
CC1CCN(C(=O)c2ccc3c(c2)NC(=O)C(N2CCOCC2)S3)CC1 (centres undefined)	0
Cc1cc2c(cc1C)NC(c1cccnc1)C1=C(CC(C)(C)CC1=O)N2 (centres undefined)	1
Cc1ccc(CNC(=O)Cn2c(=O)c3sccc3n(Cc3cc(C)ccc3C)c2=O)cc1	-2
Cc1ccc(C(C)C)c(OCC(=O)Nc2nc(C)cc(C)n2)c1	-33
O=C(c1ccccc1)N1N=C(C(F)(F)F)CC1(O)c1cccc(Br)c1 (centres undefined)	-5
CC(=O)N1c2ccccc2CCc2ccc(NC(=O)c3ccccc3)cc21	-5
COc1cccc(C2N(Cc3ccc(C)cc3)CCCN2Cc2ccc(F)cc2)c1 (centres undefined)	-8
Cc1ccc(Nc2oc(C)nc2C#N)cc1	0
COc1ccc(S(=O)(=O)N(CC(=O)NC(C)c2ccccc2)c2ccc(C)cc2)cc1 (centres undefined)	-1
CC(=O)N1CCN(c2ccc(NC(=O)c3ccc([N+](=O)[O-])cc3Cl)cc2)CC1	-5
CCn1c(=N)c(C(=O)NC(C)c2ccccc2)cc2c(=O)n3ccccc3nc21 (centres undefined)	-9
Nc1cc([N+](=O)[O-])cc2c1C=Cc1ccccc1O2	-27
NC(N)=Nc1nc(-c2ccc(O)c(O)c2)cs1	-5
Cc1ccc(CNC(=O)CN(C)S(=O)(=O)c2cccc3cccnc23)cc1	-1
CCOCCc1nnc(NC(=O)c2ccc(OC)c(OC)c2)s1	-5
O=C(Cn1nnc(-c2ccncc2)n1)N1CCc2ccccc21	-1
CCOC(=O)C1CCCN(C(=O)c2ccc(OCC)cc2)C1 (centres undefined)	-2
CN(c1ccccc1)S(=O)(=O)c1cc(C(=O)N2CCN(c3ccccn3)CC2)ccc1Cl	3
Cc1nn(Cc2ccc(C(=O)NC3CCCCC3)o2)c(C)c1Br	-6
CC(=O)Nc1sc2c(c1CN1CCN(c3ccccn3)CC1)CCCC2	-5
CN1c2ccc(F)cc2C(C)(C)C12C=Cc1cc([N+](=O)[O-])cc(Br)c1O2 (centres undefined)	-345
Cc1ccc2nc(-c3ccc(NC(=O)CN4CCN(S(=O)(=O)c5ccc(F)cc5)CC4)cc3)sc2c1	-36
CC(C)Cn1c(=O)c(C(=O)Nc2ccccn2)c(O)c2ccccc21	-6
O=C(NCc1ccc(C(=O)N2CCc3ccccc32)cc1)c1ccc(Br)cc1	-4
COc1ccc(NC(=O)Cn2nnc(-c3ccccc3F)n2)cc1	3

Screening data deposited in PubChem BioAssay by Emory University Molecular Libraries Screening Center.
